Assay outcomes deposited in PubChem BioAssay by Sanford-Burnham Center for Chemical Genomics.
CYP2C9 inhib = inhibitors of human CYP2C9 | P11712 | CYP2C9 Supersomes, luciferin-H conversion, luminescence | inhibition, % at 5 µM | 96,000 tested, 20% active;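 active = blocking of liver enzyme CYP2C9 beyond about 50% at 5 µM, limit read from the data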; also: values of inactives mirror those of a sister screen read the other way
Mac1 fbg inh = inhibitors of human CD11b/CD18 binding to fibrinogen; K562 CD11b/CD18 adhesion to fibrinogen, ATPlite luminescence; Mn2+ added to activate the integrin; inhibition, % at 10 µM; 93,000 tested, 0.54% active; AID 1497;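 active = primary inhibition of 50% or more at 10 µM, then 40% or more on retest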; also: some results filed as inactive read as strong as hits
Mac1 fbg enh = enhancers of human CD11b/CD18 binding to fibrinogen. P05107+P11215. K562 CD11b/CD18 adhesion to fibrinogen, ATPlite luminescence. activation, % at 10 µM. 93,000 tested, 0.07% active. AID 1499;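 active = 10 µM primary screen giving 50% or more activity, confirmed by 40% or more on retest at that dose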; also: strong numbers were not always called active; reference of the scale not given here
PLAP activator = human PLAP activation. activation fold at 20 µM. P05187. purified PLAP enzyme, luminescent substrate read-out; stronger effect = higher value. 96,000 tested, 1.2% active; in the data active = activation fold above about 2
Pyk2 oligo antag = Pyk2 (human) oligomerization antagonism; Q293 cells, Pyk2 FERM NanoBiT luminescence; stronger effect = lower value; z-score (the deposit names both 25 µM and 10 µM); 99,000 tested, 0.83% active; Q14289;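 active = Z-score of -3 or lower, scaled per plate to the spread of control and sample wells; inactive = z-score above -3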;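 also: negative z-score means lost luminescence so less FERM oligomerization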
Target sequence (Q14289 whole entry, looked up): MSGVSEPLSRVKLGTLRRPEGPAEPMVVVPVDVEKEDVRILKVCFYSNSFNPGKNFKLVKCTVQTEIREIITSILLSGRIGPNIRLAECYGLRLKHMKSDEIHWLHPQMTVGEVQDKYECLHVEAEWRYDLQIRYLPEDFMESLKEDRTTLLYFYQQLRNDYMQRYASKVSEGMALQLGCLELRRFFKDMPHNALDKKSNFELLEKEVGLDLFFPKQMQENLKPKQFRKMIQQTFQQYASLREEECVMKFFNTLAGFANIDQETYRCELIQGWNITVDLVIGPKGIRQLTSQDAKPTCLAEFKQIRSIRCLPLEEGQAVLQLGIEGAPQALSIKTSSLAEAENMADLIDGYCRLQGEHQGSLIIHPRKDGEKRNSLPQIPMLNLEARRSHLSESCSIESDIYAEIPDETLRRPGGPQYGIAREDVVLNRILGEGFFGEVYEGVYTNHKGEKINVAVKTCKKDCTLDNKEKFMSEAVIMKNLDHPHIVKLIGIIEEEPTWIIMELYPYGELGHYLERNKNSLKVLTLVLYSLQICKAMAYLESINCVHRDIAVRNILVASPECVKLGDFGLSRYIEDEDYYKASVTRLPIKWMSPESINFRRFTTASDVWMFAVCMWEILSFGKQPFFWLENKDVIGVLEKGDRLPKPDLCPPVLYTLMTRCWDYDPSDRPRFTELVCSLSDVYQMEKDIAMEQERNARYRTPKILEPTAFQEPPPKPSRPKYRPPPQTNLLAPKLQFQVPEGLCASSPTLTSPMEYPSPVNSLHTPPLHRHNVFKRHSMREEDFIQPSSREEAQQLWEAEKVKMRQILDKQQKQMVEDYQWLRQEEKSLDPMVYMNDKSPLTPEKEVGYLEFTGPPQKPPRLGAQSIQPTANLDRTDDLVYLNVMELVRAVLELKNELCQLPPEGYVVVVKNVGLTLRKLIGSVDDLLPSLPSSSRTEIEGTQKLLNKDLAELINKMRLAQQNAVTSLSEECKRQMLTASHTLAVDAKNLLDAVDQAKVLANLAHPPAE
MT1-MMP txn act = activates MT1-MMP transcription; 86,000 tested, 0.16% active; HT1080 MT1-MMP promoter luciferase reporter, luminescence, overnight; stronger effect = higher value; activation factor at 10 µM;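 active = activation factor of at least 2 for MT1-MMP transcription at 10 µM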
CYP2C19 act = cytochrome P450 2C19 (human) activation. 96,000 tested, under 10 active. recombinant CYP2C19, luciferin-H EGE luminescence; stronger effect = higher value; 0 = fully inhibited enzyme, 1 = untreated enzyme. activation factor at 5 µM;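 active = activation factor of at least 2 at 5 µM in the primary screen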;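 also: 0 = wells with 2.5 mM tranylcypromine and 1 = vehicle-only wells; values of inactives mirror those of a sister screen read the other way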
CYP2C19 inhib = human CYP2C19 inhibition | 96,000 tested, 21% active | inhibition, % at 5 µM | CYP2C19 Supersomes, luciferin-H EGE luminescence, 30 min;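 active = CYP2C19 inhibition above a set limit at 5 µM in the primary screen, cut at about 50% in these data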;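 also: plate controls were negative control wells for no effect and 2.5 mM tranylcypromine positive control for full effect; values of inactives mirror those of a sister screen read the other way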
CYP2C9 activ = CYP2C9 (human) activation. P11712. recombinant CYP2C9, luciferin-H conversion, luminescence; stronger effect = higher value; factor 1 = untreated enzyme, 0 = blocked. activation factor at 5 µM. 96,000 tested, 1.4% active;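 active = activation factor of 2 or more for CYP2C9 at a 5 µM dose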;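 also: 0 = sulfaphenazole-blocked wells and 1 = vehicle-only wells; values of inactives mirror those of a sister screen read the other way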
* marks the source's active call; other numbers are inactive results; . = no result given. Not a hit list; overall some 31% were active at least once.

CYP2C9 activ	Mac1 fbg enh	Mac1 fbg inh	MT1-MMP txn act	Pyk2 oligo antag	CYP2C19 act	CYP2C9 inhib	CYP2C19 inhib	PLAP activator	molecule
0.4	-6	9	.	-0.19	0.4	64*	60*	1	O=C(CSc1cccs1)Nc1ccc2ccccc2c1
0.3	69	3	.	.	0.8	68*	15	0.9	C=CCn1c(=NC(=O)C2CCCCC2)sc2cc(NC(C)=O)ccc21
2.1*	1	-17	0.9	.	0.6	-106	44	0.9	Cc1ccc2oc(=O)c3cc(C(=O)NCc4ccco4)sc3c2c1
0	-3	-6	.	-0.55	0	99*	100*	2*	COc1ccccc1NS(=O)(=O)c1cccc(C(=O)N/N=C(\C)c2ccc(-n3ccnc3)cc2)c1
0.4	0	-1	.	-1.6	0.4	64*	58*	1.2	CCC(=O)c1ccc(O)c(CC=C(C)C)c1
1	-4	-3	1.1	0.38	0.9	2	11	1	CC12C=CC3(CN(Cc4ccccc4)C(=O)C3C1C(=O)NC1CC1)O2 (centres undefined)
0.4	.	.	.	-2.8	0.6	58*	38	1.7	NNC(=O)CNC(c1ccccc1)c1cc(Br)ccc1NC(=O)c1ccccc1Br (centres undefined)
1	-3	0	1.3	-0.41	0.7	4	34	1.5	CCn1c(N2CCN(CC(=O)c3ccc(OC)cc3)CC2)nc2ccccc21
0.9	-3	-6	1.1	0.58	0.9	13	8	1	O=P(c1cccs1)(c1cccs1)c1cccs1
0.1	-6	10	1.2	0.99	0	90*	99*	0.9	O=C(COc1ccc(Cl)cc1)NCCCn1ccnc1
0.8	.	.	1	-0.23	0.9	18	9	1.2	COCCNC(=O)c1cn(Cc2c(F)cccc2Cl)nn1
0.4	6	-12	1.3	0.37	0.8	62*	25	0.8	Cc1ccc(NC(=O)CSCC(=O)Nc2ncc3c(n2)CC(c2ccco2)CC3=O)cc1 (centres undefined)
0.6	8	30	.	.	0.4	37	60*	1.7	CC1CCN(c2nc3ccc(C(=O)N4CCN(Cc5ccccc5)CC4)cc3s2)CC1
1	-4	28	1	0.03	1.1	-5	-14	1.6	O=C1CC(N2CCN(c3nc4ccccc4s3)CC2)C(=O)N1c1ccc(F)cc1 (centres undefined)
0.9	-3	-7	1.2	-0.37	1	13	0	1.1	COCCOC(=O)c1c(C)oc2ccc(NS(=O)(=O)c3ccc(C(=O)O)cc3)cc12
0.5	-1	16	1	-2.5	1	46	-1	1.1	CCC(Sc1nc2n[nH]c(C)c2c(=N)n1-c1ccc(C)c(Cl)c1)C(=O)N1CCOCC1 (centres undefined)
0.4	-4	33	1	-0.42	0.1	56*	87*	0.9	Cc1ccccc1-c1nn2c(-c3ccccc3)nnc2s1
0.4	-2	-4	1.2	-0.65	0.3	57*	68*	1.3	CCn1c(Cn2nnc(-c3ccccc3)n2)nnc1SCC(=O)Nc1cccc(C)c1C
0.9	9	7	1	0.83	0.8	14	22	1	O=C(NCCNC(=O)c1ccc(Br)o1)c1ccc(Br)o1
1	3	-3	1.2	-0.35	1	-4	3	1.2	Cc1c(NC(=O)C(C)OC(=O)c2cc3c4ccccc4n(C)c3s2)c(=O)n(-c2ccccc2)n1C (centres undefined)
1	10	-12	1.3	-0.01	0.8	-2	25	0.9	N#Cc1c(SCC(N)=O)nsc1SCc1ccc(Cl)cc1
0.6	-1	11	1.1	0.18	0.8	36	25	1	CCOC(=O)C(Cc1ccccc1)C(=O)Nc1nccs1 (centres undefined)
0.7	1	16	1.1	0.03	0.6	30	38	1.1	CCOc1ccc(OCC)c(NC(=O)c2[nH]c(C)c(C(C)=O)c2C)c1
0.1	-1	-18	1	-0.26	0	91*	100*	1.1	Cc1nn(-c2ccc(F)cc2)c(C)c1NS(=O)(=O)c1ccc(Cl)cc1
0.5	65	10	.	-0.65	1	54*	1	1.6	COc1ccc2nc(C)cc(SCC(=O)N/N=C/c3cccc4ccccc34)c2c1
0.1	2	-26	1.1	0.73	0	94*	99*	0.9	CS(=O)(=O)N(CC(=O)NCc1ccncc1)Cc1ccc(Cl)cc1
1.3	-2	3	1.1	0.54	0.9	-30	12	1	O=S(=O)(c1cccc(-n2cnnn2)c1)N1CCOCC1
1	-1	-5	.	0.79	1	2	-3	0.9	CCN1CCN(C(=O)CN(c2ccc(C)cc2)S(C)(=O)=O)CC1
0.2	0	6	1.2	-1	0.1	79*	90*	0.7	CCOC(=O)C1=C(C)NC(SCc2cc(=O)[nH][nH]2)=C(C#N)C1c1cccs1 (centres undefined)
0.7	-2	-8	.	-1.1	0.8	30	16	1	O=C(CN(Cc1ccco1)S(=O)(=O)c1ccccc1)N/N=C/c1cccc(O)c1

Sorted by count of non-hydrogen atoms (rising): some entries from above.
CYP2C9 activ	Mac1 fbg enh	Mac1 fbg inh	MT1-MMP txn act	Pyk2 oligo antag	CYP2C19 act	CYP2C9 inhib	CYP2C19 inhib	PLAP activator	molecule
1	10	-12	1.3	-0.01	0.8	-2	25	0.9	N#Cc1c(SCC(N)=O)nsc1SCc1ccc(Cl)cc1
1	-3	0	1.3	-0.41	0.7	4	34	1.5	CCn1c(N2CCN(CC(=O)c3ccc(OC)cc3)CC2)nc2ccccc21
0.5	65	10	.	-0.65	1	54*	1	1.6	COc1ccc2nc(C)cc(SCC(=O)N/N=C/c3cccc4ccccc34)c2c1
1	3	-3	1.2	-0.35	1	-4	3	1.2	Cc1c(NC(=O)C(C)OC(=O)c2cc3c4ccccc4n(C)c3s2)c(=O)n(-c2ccccc2)n1C (centres undefined)

Following part:
CYP2C9 activ	Mac1 fbg enh	Mac1 fbg inh	MT1-MMP txn act	Pyk2 oligo antag	CYP2C19 act	CYP2C9 inhib	CYP2C19 inhib	PLAP activator	molecule
0.9	-5	16	.	-0.05	0.6	11	37	0.9	c1cncc(CNc2nc(N3CCOCC3)nc(N3CCOCC3)n2)c1
0.9	-3	0	1.3	-0.61	0	9	95*	1.3	CCN1CCN(C(c2cccs2)C(C)NS(=O)(=O)c2ccc(Br)cc2)CC1 (centres undefined)
0.9	-1	28	1.2	0.99	0.3	7	68*	1.5	CCOC(=O)C1=C(C)N=c2s/c(=C\C(=O)OC)c(=O)n2C1c1ccc(OC)cc1 (centres undefined)
0.6	.	.	1.2	0.68	1	37	1	1.1	O=c1cc(O)nc(SCc2ccccc2Cl)[nH]1
0.2	.	.	1.1	-0.8	0.5	79*	50	1.1	CCCCOC(=O)CSC1=C(C#N)C(c2ccccc2OCC)C(C#N)C(=O)N1 (centres undefined)
0.8	0	-5	1.2	-0.04	1	19	2	1.1	CC/C(C)=C1\SC(N2CCN(C(C)=O)CC2)=NC1=O
0.9	-1	-3	1.2	.	0.9	9	7	1.6	COC(=O)c1[nH]c2cccc(OC)c2c1NC(=O)CCN1CCN(c2cccc(Cl)c2)CC1
0.8	2	42	1.5	0.28	0.5	16	48	1.3	COC(=O)CNC(=O)C(Cc1c[nH]c2ccccc12)NC(=O)OC(C)(C)C (centres undefined)
0.1	-4	-13	1.3	-0.52	0.1	90*	93*	1.3	CCCCCCn1c(-c2ccco2)nc2oc3cc(OC)ccc3c(=O)c2c1=O
0.4	5	-7	.	.	0.7	62*	28	1.5	COc1cc(NC(=O)CN(C)S(=O)(=O)c2ccc3c(c2)CCC(=O)N3)cc(OC)c1
0.6	3	17	1.1	1.7	0.8	35	16	1.7	O=C(CSc1nn(-c2ccc(Cl)cc2)c(=S)s1)N1CCN(C(=O)c2ccco2)CC1
0.9	-4	-22	1	-0.1	0.8	6	20	0.8	Cc1cc(C(=O)NCc2cccnc2)cs1
0.6	-2	-11	1.1	.	0.5	38	52*	1.1	Cn1c(SCC(=O)NCc2ccco2)nnc1-c1c[nH]c2ccccc12
1.1	-1	1	1	0.69	1.1	-7	-13	0.9	CCNC(=O)CC1C(=O)N(c2ccc(OC)cc2)C(=O)N1Cc1ccc(OC)cc1 (centres undefined)
0.5	-3	-1	1.1	.	1	49	4	0.9	CCc1nnc(NC(=O)C2Cc3ccccc3C(=O)O2)s1 (centres undefined)
0.9	-2	2	.	-2.5	0.9	7	10	1	Cc1ccc2nc(/C(C#N)=C\c3ccc([N+](=O)[O-])o3)[nH]c2c1
0.7	-5	35	.	.	1	30	-3	0.9	O=C(NCc1cccs1)c1cc2c(s1)-c1ccccc1OC2
1	-2	11	.	-0.4	0.9	-2	8	1	O=C(NCCCCC(NC(=O)c1ccc([N+](=O)[O-])cc1)C(=O)O)c1ccc([N+](=O)[O-])cc1 (centres undefined)
0.1	10	25	1.2	-0.15	0.2	88*	76*	0.8	COC(=O)c1ccc(OC)c(CSc2nnc(COc3ccc(Cl)cc3)o2)c1
1.1	-1	2	1.1	-0.99	1.1	-7	-6	0.9	CCC(=O)c1cc2c(cc1NC(=O)c1cccs1)OCCO2
0.7	-7	-12	1.3	0.76	0.8	31	21	0.7	COC(=O)c1sc2cnccc2c1N
0.3	10	-46	1.1	-0.32	0.7	67*	30	0.8	COC(=O)c1sc(NC(=O)COc2ccccc2OC)nc1C
0.4	-1	11	1.2	-0.72	0.6	59*	38	0.9	CC(C)Oc1cccc(C(=O)Nc2ccccc2N2CCOCC2)c1
0.8	42	-17	1.2	1.9	0.9	17	10	1.2	Cc1ccc(OCC(=O)Nc2ccc(O)c(-c3nc4ccccc4o3)c2)cc1
1.2	-5	-1	1.2	0.75	1.1	-17	-6	1.1	CCOc1ccc(-c2noc(CCC(=O)NC)n2)cc1OCC
0.4	-2	-6	1.2	-0.38	0.9	59*	10	1	Cc1cc(-c2ccccc2)nc2[nH]n(-c3ccccc3)c(=O)c12
0	-2	5	.	.	0.7	95*	34	1.4	COCCn1c(SCC(=O)N2CCCc3ccccc32)nc2c(c1=O)SC(C)C2 (centres undefined)
1.1	-1	4	1.1	.	1.1	-5	-9	1.1	COCCNC(=O)CS(=O)Cc1nc(-c2ccc(Cl)cc2)oc1C (centres undefined)
1.1	.	.	.	-0.61	1.1	-7	-9	0.9	NC(=O)CSc1nc2sc(-c3ccccc3)cc2c(=O)n1N
1	1	-8	1.2	.	1.1	4	-9	1.3	CCOC(=O)N1CCC(N2CC34C=CC(O3)C(C(=O)Nc3ccc(F)cc3)C4C2=O)CC1 (centres undefined)
